# APJ antag = antagonists of human apelin receptor APJ, primary screen, CHO-K1 cells, beta-arrestin complementation, luminescence. actives 0.32% (n = 330,000). P35414. inhibition, % at 20 µM;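 active means inhibition above about 40% at 20 µM, limit read from the data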;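 further: cells challenged with 10 nM apelin-13 agonist together with compound; plate controls were apelin-13 plus DMSO wells for no effect and DMSO wells lacking apelin-13 for full effect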
# ATG4B inh = ATG4B protease inhibitors, primary screen, biochemical, fluorescence, uHTS. inhibition, % at 8.33 µM. actives 0.51% (n = 340,000). ATG4B cleavage of LC3-PLA2, NBD-HPC fluorescence, 1 h. Cysteine protease ATG4B (Homo sapiens), Q9Y4P1. AID 504462, 2011; in the data active means inhibition above about 40%
# Target sequence (Q9Y4P1 whole entry, looked up): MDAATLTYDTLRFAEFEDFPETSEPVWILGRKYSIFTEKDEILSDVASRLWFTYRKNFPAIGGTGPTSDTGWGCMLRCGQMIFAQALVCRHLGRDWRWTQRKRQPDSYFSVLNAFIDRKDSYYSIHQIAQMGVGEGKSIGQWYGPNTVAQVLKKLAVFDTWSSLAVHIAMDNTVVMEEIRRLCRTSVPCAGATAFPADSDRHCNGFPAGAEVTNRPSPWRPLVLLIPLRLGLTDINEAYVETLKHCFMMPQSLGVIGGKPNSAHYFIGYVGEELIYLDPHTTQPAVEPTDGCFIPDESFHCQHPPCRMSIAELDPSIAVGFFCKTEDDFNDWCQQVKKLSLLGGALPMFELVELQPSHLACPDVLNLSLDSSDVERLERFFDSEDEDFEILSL
# APJ agonist = agonists of human apelin receptor APJ, primary screen, CHO-K1 cells, PathHunter beta-arrestin, luminescence; P35414; 0% DMSO wells, 100% apelin; activation, % at 20 µM; actives 0.11% (n = 330,000); AID 2520, 2010;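 active means activation more than six SD over the plate average, tested at 20 µM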;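 further: 0% = DMSO alone and 100% = apelin-13 at 10 nM; some results filed as inactive read as strong as hits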
#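 Assay system: engineered CHO-K1 APJ arrestin reporter cells; Amount: 1000 CHO-K1 reporter cells seeded per well; Dosing: one dose, 20 µM compound, 1% DMSO; Times: compound stimulation 90 min at 25 °C, detection 60 min; Measured by: luminescent beta-gal fragment complementation, chemiluminescent substrate; Read-out: APJ–arrestin association signal; Controls: DMSO vs Apelin-13 10 nM.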
# EBI2 block = EBI2 receptor antagonists, beta-arrestin recruitment, primary screen, cell-based, luminescence, 7a,25-OHC stimulation, uHTS; G-protein coupled receptor 183 (Homo sapiens), P32249; actives 0.81% (n = 360,000); inhibition, % at 5 µM; 7a,25-OHC stimulated; in the data active means inhibition above about 38%;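 further: enzyme fragment complementation signal reports receptor beta-arrestin coupling in cells; 0% = agonist plus DMSO wells and 100% = wells without agonist; some results beyond the cut were filed as inactive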
# CCR6 antagonist = CCR6 receptor antagonists, primary screen, cell-based, CHO-K1, luminescence, beta-arrestin, uHTS | CHO-K1 CCR6 PathHunter beta-arrestin, CCL20-stimulated | inhibition, % at 20 µM | actives 0.49% (n = 340,000) | C-C chemokine receptor type 6 (Homo sapiens), P51684 | AID 493098, 2011;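 active means compounds whose inhibition of the agonist-driven luminescence signal at 20 µM reaches about 50%, limit read from the data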;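 further: cells stimulated with CCL20 at 14 nM final; plate controls were DMSO with CCL20 for no effect and DMSO without agonist for full effect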
# CXCR6 block = CXCR6 receptor inhibitors, primary screen, cell-based, beta-arrestin, luminescence, CHO-K1 PathHunter, 1536-well. C-X-C chemokine receptor type 6 (Homo sapiens), O00574. inhibition, % at 20 µM. actives 0.36% (n = 360,000). AID 602244, 2012; in the data active means inhibition above about 34%, passing the limit was not always enough;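 further: antagonist mode with CXCL16 agonist at 10 nM final; 0% = 10 nM CXCL16 with DMSO and 100% = unstimulated wells without agonist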
# Target sequence (O00574 whole entry, looked up): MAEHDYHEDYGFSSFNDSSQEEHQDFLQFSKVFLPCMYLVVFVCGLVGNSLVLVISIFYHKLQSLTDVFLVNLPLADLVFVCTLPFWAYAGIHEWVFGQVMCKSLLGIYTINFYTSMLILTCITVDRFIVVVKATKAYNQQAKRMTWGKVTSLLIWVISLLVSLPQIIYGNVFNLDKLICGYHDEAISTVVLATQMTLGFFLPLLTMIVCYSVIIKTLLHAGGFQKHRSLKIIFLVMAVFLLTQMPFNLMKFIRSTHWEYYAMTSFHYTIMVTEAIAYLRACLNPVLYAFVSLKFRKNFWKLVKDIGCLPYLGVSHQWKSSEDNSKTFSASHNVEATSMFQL
# UBC13 polyUb = UBC13 polyubiquitin chain formation inhibitors, primary screen, biochemical, TR-FRET, uHTS | actives 0.47% (n = 330,000) | inhibition, % at 20 µM; in the data active means inhibition above about 45%, passing the limit was not always enough
# Target sequence (P61088 whole entry, looked up): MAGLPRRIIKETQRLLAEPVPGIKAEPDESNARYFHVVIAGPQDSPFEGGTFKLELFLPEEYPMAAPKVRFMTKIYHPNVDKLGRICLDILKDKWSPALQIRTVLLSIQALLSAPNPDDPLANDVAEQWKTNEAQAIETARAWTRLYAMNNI
# Gli-Sufu antag = Gli-Sufu pathway antagonists, primary screen, luciferase luminescence, Sufu-KO-LIGHT cells, uHTS | actives 0.74% (n = 340,000) | AID 588413, 2011 | Sufu-KO-LIGHT fibroblasts, Gli luciferase reporter luminescence | inhibition, % at 5 µM;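 active means inhibition above about 55%, limit read from the data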;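 further: 0% = DMSO-treated cells and 100% = wells with medium but no cells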
# The depositor's hits bear a star; . = no result given.
SMILES,APJ antag,ATG4B inh,APJ agonist,EBI2 block,CCR6 antagonist,CXCR6 block,UBC13 polyUb,Gli-Sufu antag
CCC(C)N(C(=O)COC(=O)c1ccccc1SCC(=O)N1CCCC1)C1CCS(=O)(=O)C1 (configuration not stated),-8,1,14,-3,14,6,-7,-2
Cc1cccc(NC(=O)Cn2cc(C(=O)c3ccco3)c3ccccc32)c1,-4,9,-1,-1,-4,4,13,3
O=C1CC(C(=O)Nc2cc(Cl)ccc2Cl)n2ncnc2N1 (configuration not stated),4,2,-3,-7,11,0,1,3
Cc1nnc2c(SC(C)C)nc3ccccc3n12,20,3,-3,-6,25,12,-9,1
O=C(Cn1cnc2ccccc21)Nc1ccc(SC(F)F)cc1,2,-1,3,0,15,-5,8,65*
Cc1cccc(OCCn2ccnc2)c1,7,-4,-1,-1,10,2,0,2
O=C1NCCO1,-7,3,-6,7,-7,2,5,-18
O=C(Nc1ccccn1)c1ccc(Br)c(S(=O)(=O)N2CCCC2)c1,12,-3,1,4,3,5,2,-14
Cc1ccc(S(=O)(=O)N2CCCC2C(=O)NC2=NCCS2)cc1 (configuration not stated),-9,-4,0,-7,13,-1,0,2
CCCCCc1ccc(-c2ccc(OC)cc2)nc1,-10,3,0,9,4,2,8,-82
COc1nc(N/N=C/c2ccccc2F)nc(N2CCCCC2)n1,29,2,-3,3,-11,-6,7,-1
Cc1cc(=O)[nH]c(SCc2csc(-c3ccccc3)n2)n1,1,-5,1,0,15,2,-6,-2
O=C1CCN(Cc2ccccc2)C=C1c1cccc(O)c1,-8,7,-1,-5,2,2,-6,-1
CC(C)Oc1cccc(C(=O)Nc2ccc(N3CCN(S(C)(=O)=O)CC3)cc2)c1,6,-15,-2,-7,-3,-15,-2,-4
NC(=O)c1nccc2ccccc12,.,-4,.,-4,10,-2,.,4
CCn1cc(CN2CCC(C(=O)Nc3ccc(Oc4ccccc4F)cc3)CC2)c(C)n1,-19,15,20,-12,-23,-2,-2,42
CCn1cc(CN2CCC(C(=O)Nc3cccc(-c4cccc(OC)c4)c3)CC2)c(C)n1,2,4,0,-1,-2,2,3,-24
O/N=C/c1ccc2ccccc2n1,16,-1,-3,-3,-2,-6,1,-22
O=C(O)CCC(=O)Nc1ccc(S(=O)(=O)Nc2nccs2)cc1,16,1,5,1,5,-4,-3,0
COc1ccc(CN2C(=NC(=O)C3CC3)SC3CS(=O)(=O)CC32)cc1OC (configuration not stated),16,-4,-2,-13,11,-5,4,-4
C/C(CC(=O)Nc1ccccn1)=N\NC(=O)C(=O)Nc1cccc(Cl)c1C,11,0,-2,0,32,11,-10,6
O=P(Cc1ccccn1)(c1ccccc1)c1ccccc1,11,-8,-5,-16,-4,-2,14,5
Cc1ccc(S(=O)(=O)/C(C#N)=C/c2c(N3CCN(C)CC3)nc3c(C)cccn3c2=O)cc1,4,50*,-7,9,-2,9,10,3
CC1CN(S(=O)(=O)N2CCOCC2)CCN1S(=O)(=O)N1CCOCC1 (configuration not stated),-7,-7,-2,-9,9,-6,2,0
CCOC(=O)COc1ccc(C(=O)NC2CCCCC2)cc1,-6,-10,-4,-4,4,0,5,5

# Copied from the entries so far (four entries):
SMILES,APJ antag,ATG4B inh,APJ agonist,EBI2 block,CCR6 antagonist,CXCR6 block,UBC13 polyUb,Gli-Sufu antag
CCC(C)N(C(=O)COC(=O)c1ccccc1SCC(=O)N1CCCC1)C1CCS(=O)(=O)C1 (configuration not stated),-8,1,14,-3,14,6,-7,-2
Cc1cccc(NC(=O)Cn2cc(C(=O)c3ccco3)c3ccccc32)c1,-4,9,-1,-1,-4,4,13,3
O=C1CC(C(=O)Nc2cc(Cl)ccc2Cl)n2ncnc2N1 (configuration not stated),4,2,-3,-7,11,0,1,3
Cc1nnc2c(SC(C)C)nc3ccccc3n12,20,3,-3,-6,25,12,-9,1

# Single records (already shown). Order of values: APJ antag, ATG4B inh, APJ agonist, EBI2 block, CCR6 antagonist, CXCR6 block, UBC13 polyUb, Gli-Sufu antag
# CCOC(=O)COc1ccc(C(=O)NC2CCCCC2)cc1 is listed with -6, -10, -4, -4, 4, 0, 5, 5
# Cc1cccc(OCCn2ccnc2)c1 is listed with 7, -4, -1, -1, 10, 2, 0, 2
# COc1nc(N/N=C/c2ccccc2F)nc(N2CCCCC2)n1 is listed with 29, 2, -3, 3, -11, -6, 7, -1
# O=C1CCN(Cc2ccccc2)C=C1c1cccc(O)c1 is listed with -8, 7, -1, -5, 2, 2, -6, -1

# New compounds follow
SMILES,APJ antag,ATG4B inh,APJ agonist,EBI2 block,CCR6 antagonist,CXCR6 block,UBC13 polyUb,Gli-Sufu antag
C=CCNC(=S)NNC(=O)CCC(O)CCCCC (configuration not stated),28,6,-2,-5,-12,-4,-6,-1
COCCCNC(=O)C1CCC(=O)N1Cc1ccccc1Cl (configuration not stated),2,-9,-2,-2,-1,-16,1,4
CCCCSc1nnc2[nH]c(=O)cc(N)n12,4,2,-2,-7,0,-3,-17,5
O=C(COC(=O)c1ccc([N+](=O)[O-])cc1)NCCC1=CCCCC1,9,2,0,-4,-3,1,-7,4
CN(C(=O)COC(=O)CCc1c[nH]c2ccccc12)C(c1ccccc1)c1ccccc1,10,16,-2,35,23,8,10,0
COC(=O)c1ccc2c(=O)n(Cc3ccc(C(=O)NC4CCCC4)cc3)c(=S)[nH]c2c1,10,-2,-4,1,5,6,-8,11
COc1ccc(S(=O)(=O)N2CCNC(=O)CC2)cc1,-6,-2,2,11,12,0,-2,2
COCCCNC(=O)CCNS(=O)(=O)c1ccc(C)cc1,-5,16,-2,-6,-7,4,-1,0
S=c1[nH]nc(-c2ccco2)n1/N=C/c1cccs1,3,-12,3,-9,-10,-8,0,0
Cc1ccc(N2C(=O)C(O)(C(F)(F)F)C3=C2CC(C)(C)CC3=O)cc1C (configuration not stated),0,-6,-4,-2,-9,4,7,6
COc1ccc(C(=O)N2CCN(C(=O)Cc3ccccc3)CC2)cc1OC,14,1,3,1,-3,-1,-6,5
Cc1ccccc1NC(=O)COc1coc(CN2CCN(c3ccccc3)CC2)cc1=O,-8,-1,8,-2,13,-11,-1,-3
CCN(CC)CCCn1c(SCC(=O)Nc2cccc(F)c2)nnc1-c1ccoc1C,-12,0,-4,1,8,4,6,13
O=C(Nc1nc2nccc(-c3ccccc3)n2n1)C(Cl)(Cl)Cl,-2,4,1,-1,6,0,3,-11
CCC(=O)Nc1cc(C(=O)O)ccc1Sc1ccc(C)cc1,-1,-4,-2,0,0,-2,0,2
COc1cccc(NC(=O)c2cc(-c3ccc(C)o3)nc3ccccc23)c1,4,1,-7,1,0,4,6,-11
COC(=O)Nc1sc2c(c1C(=O)NCc1ccco1)CCCC2,-9,-6,2,9,9,6,-10,2
CC(C)OP(=O)(c1ccc(N(C)C)cc1)C(O)c1ccc(Br)cc1 (configuration not stated),7,-7,-4,-2,9,1,5,9
O=C(Cn1cnc2c(NCc3ccccc3)ncnc21)NCc1nc2ccccc2[nH]1,.,-10,.,-1,19,7,.,-4
COc1ccccc1N(C)S(=O)(=O)c1ccc(C(=O)OCC(=O)Nc2ccccc2F)cc1,6,-20,-5,11,3,10,-3,-23
COc1cc2c(cc1OC)[C@H](C)N(C(=O)CSc1nc(O)c(C(C)C)c(=O)[nH]1)CC2,12,-9,-1,-3,2,-2,11,4
CCCCn1c(N)c(N(CCC(C)C)C(=O)C2CC(=O)N(c3ccc(OC)cc3OC)C2)c(=O)[nH]c1=O (configuration not stated),1,2,-6,-7,-3,12,7,1
CC1=C(C(=O)OC(C)C)C(c2ccc(Br)s2)NC(=O)N1C (configuration not stated),9,-5,1,6,12,6,-1,-1
CCOc1ccc(C(=O)N[C@H](C(=O)Nc2cccc(S(=O)(=O)N3CCCCC3)c2)C(C)C)cc1,-8,4,-1,1,-6,7,1,-5
O=C(CC1NCCNC1=O)Nc1ccccc1 (configuration not stated),3,-4,-2,2,5,1,6,-1
# The results go on.
SMILES,APJ antag,ATG4B inh,APJ agonist,EBI2 block,CCR6 antagonist,CXCR6 block,UBC13 polyUb,Gli-Sufu antag
COc1ccc(Nc2ncc(C#N)c(N)n2)c(OC)c1,15,-8,2,6,-4,-2,-2,-3
CC1=C(C(N)=O)C(c2ccc(Br)cc2)n2nc(CCCO)nc2N1 (configuration not stated),6,3,-4,-8,-2,14,0,-4
Cc1cccc(N(CC(=O)NC(C)(C)C)C(=O)CS(=O)CC(=O)Nc2ccc3c(c2)OCO3)c1 (configuration not stated),-6,-9,-3,-11,-8,6,5,3
CCOCCCNC(=O)C1CCCN(S(=O)(=O)c2cccc3nsnc23)C1 (configuration not stated),-19,4,3,-1,0,2,-8,-3
CCOC(=O)C1C(=O)C=C(c2ccc([N+](=O)[O-])cc2)CC1c1ccccc1 (configuration not stated),-14,-13,4,14,7,-5,5,5
COc1ccc(/C=C2\SC(=S)N(N3C(=O)CCC3=O)C2=O)cc1O,-7,-12,-4,18,7,-2,-44,-2
COC(=O)C1=CNC=C(C(=O)OC)C1c1cccc(OC)c1,15,-14,1,-5,15,5,6,0
Cc1cc(C)c(C)c(OCC(=O)O/N=C(\N)c2ccccn2)c1,16,-6,-5,-8,-7,-3,-2,4
Cc1nnc(Sc2cc(NCCCO)c([N+](=O)[O-])c3nonc23)s1,.,-7,.,-8,92*,67*,.,-2
COc1ccc(CC/C(C)=N\NC(N)=O)cc1,10,-6,-3,-5,0,12,-6,-5
Cc1ccc(NC(=O)C(c2ccccc2)C2CCCC2)cc1 (configuration not stated),.,1,.,7,9,3,.,10
OCCCc1nc2n(n1)C(c1ccccc1Cl)C=C(c1cccs1)N2 (configuration not stated),-8,-11,-2,-5,4,0,-10,-5
O=C(NCc1ccco1)c1cc([N+](=O)[O-])ccc1Cl,-4,-11,0,-8,1,-8,4,7
CS(=O)(=O)Nc1ccccc1C(=O)OCC(=O)NCc1cccs1,7,-3,0,1,-1,5,8,1
CN1CCN(C(=O)NC2CCCN2S(=O)(=O)c2ccc(Cl)cc2)CC1 (configuration not stated),17,0,-3,1,-2,-1,-4,-13
O=C(NC1CCCCC1)N1CCCC1,3,-4,-1,-5,-26,-4,0,9
O=C(COc1ccccc1Cl)NNC(=O)C1CCCO1 (configuration not stated),8,4,0,3,-7,-1,2,-1
COc1ccccc1CN1CCNC(=O)C1CC(=O)NC1CCCCCC1 (configuration not stated),8,25,-2,-7,-1,6,3,9
CC1=C(C(=O)Nc2ccccn2)C(c2ccc(Br)cc2)NC(=S)N1 (configuration not stated),3,-15,1,-3,1,-7,-1,-3
CC#CCCCC(=O)Nc1cccc(C(=O)O)c1,10,-11,3,7,-7,1,-6,-16
Cc1c(C(=O)NNC(=S)Nc2ccc(S(N)(=O)=O)cc2)oc2ccccc12,29,-24,-2,11,22,15,-10,4
Cc1cc(NS(=O)(=O)c2ccc(NC(=O)c3oc4ccccc4c3C)cc2)no1,23,1,-3,1,-20,0,-4,-1
CC(=O)NC1=NN(C(C)=O)C(C)(c2ccc(Br)cc2)S1 (configuration not stated),5,-10,-4,-11,4,1,18,4
O=C(CN1C(=O)c2ccccc2S1(=O)=O)Nc1ccccc1,6,0,-6,-5,6,-2,0,16
COc1cccc(C(=O)CC(C(=O)O)c2ccc(F)cc2)c1 (configuration not stated),5,-7,-4,4,9,-9,0,4
COc1ccc(Cc2nnc(SCC(=O)Nc3ncc(C)s3)o2)cc1,-6,-12,8,-7,-2,0,1,3
Cc1nc2scc(-c3ccccc3)c2c(=O)n1N,-4,-6,-1,-1,7,4,13,-111
C/C=C(/C)C(=O)Nc1cccc(C2=NOC3(C2)C[C@H](C(N)=O)N(C(=O)c2ccccc2)C3)c1 (some centres not stated),-8,2,6,-4,17,-3,-12,2

# Compound activity: PubChem BioAssay, Sanford-Burnham Center for Chemical Genomics
